Scp-1 inhibitor: Scp-1 phosphatase inhibitors, primary screen, biochemical, colorimetric, uHTS | Carboxy-terminal domain RNA polymerase II polypeptide A small phosphatase 1 (Homo … | Recombinant Scp1, phosphopeptide, malachite green phosphate absorbance | inhibition, % at 20 µM | 340,000 compounds, 0.88% hits | AID 493091, 2011;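 active means inhibition above about 50% at 20 µM, limit read from the data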;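 further: plate controls were DMSO wells with enzyme for no effect and wells lacking enzyme for full effect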
Target sequence (Q9GZU7 76-261 limits assumed): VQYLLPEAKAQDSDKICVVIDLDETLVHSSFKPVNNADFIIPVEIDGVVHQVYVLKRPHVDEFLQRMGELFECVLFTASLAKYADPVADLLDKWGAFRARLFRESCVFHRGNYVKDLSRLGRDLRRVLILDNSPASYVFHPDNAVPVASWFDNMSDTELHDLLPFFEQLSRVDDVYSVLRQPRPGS
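Test system: SCP-1 phosphatase catalytic domain, residues 76-261 | Compound dosing: One concentration, 20 µM, with 1.0% DMSO | Schedule: 45 min room-temperature reaction, 5 min colour, 30 min stabiliser | Detection: Absorbance at 630 nm | Read-out basis: % inhibition of SCP-1 phosphate liberation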
SUMO1 PPI mod: modulators of SUMO1 protein-protein interactions, primary screen, biochemical, uHTS; SUMO1 binding to a labelled peptide, TR-FRET, 1 h; inhibition, % at 20 µM; 360,000 compounds, 0.33% hits; Small ubiquitin-related modifier 1 (Homo sapiens), P63165; AID 602429, 2012; in the data active means inhibition above about 37%
Target sequence (P63165 whole entry, looked up): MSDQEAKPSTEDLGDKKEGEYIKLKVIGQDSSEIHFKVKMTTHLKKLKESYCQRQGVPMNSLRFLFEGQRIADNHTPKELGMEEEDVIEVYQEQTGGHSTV
CSN inh: inhibitors of CSN-mediated cullin deneddylation, primary screen, biochemical, fluorescence polarization, uHTS | COP9 signalosome complex subunit 5 (Homo sapiens), Q92905 | Purified CSN, SCF-Nedd8-OG deneddylation | inhibition, % at 12.5 µM | 360,000 compounds, 0.38% hits;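 active means pattern-corrected inhibition above about 35%, with an unprinted fluorescence ratio check between 0.5 and 1.5, limit read from the data, passing the limit was not always enough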;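 further: 0% = enzyme with substrate and 100% = substrate without enzyme; some results filed as inactive read as strong as hits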
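Schedule: reaction 90 min, room temperature / Assay system: HEK293T-derived human Csn5 enzyme / Input: Csn5 at 0.24 nM final / Measure: inhibition of Csn5 cleavage, % / Control set: substrate-only high control, full reaction low control / Technique: fluorescence polarization of the substrate / Buffer or medium: Tris/NaCl/DTT buffer, pH 7.5 / Reagent: SCFSkp2-Nedd8OG substrate at 10 nM final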
DNMT1 block: human DNMT1 methyltransferase inhibitors, primary screen, biochemical, molecular beacon, fluorescence, HinP1I cleavage, uHTS; inhibition (reported as % activation of signal), % at 10 µM; DNA (cytosine-5)-methyltransferase 1 (Homo sapiens), P26358; 360,000 compounds, 0.83% hits; in the data active means inhibition above about 50%
PABP1 MLLE inh: inhibitors of PABP1 MLLE–PAM2 peptide binding, primary screen, biochemical, fluorescence polarization, FITC-PAM2, GST-MLLE; inhibition, % at 20 µM; 360,000 compounds, 0.36% hits; AID 588489, 2011; Polyadenylate-binding protein 1 (Homo sapiens), P11940; in the data active means inhibition above about 35%, passing the limit was not always enough;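 further: plate controls were DMSO wells with GST-MLLE for no effect and wells lacking GST-MLLE protein for full effect; some results filed as inactive read as strong as hits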
STEP inh: STEP phosphatase inhibitors, primary screen, biochemical, fluorescence intensity, uHTS | Tyrosine-protein phosphatase non-receptor type 5 (Homo sapiens), P54829 | 360,000 compounds, 0.25% hits | recombinant STEP, OMFP fluorogenic substrate | inhibition, % at 20 µM;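 active means inhibition at 20 µM, scaled per plate between control wells, above about 37%, limit read from the data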;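 further: 0% = DMSO with enzyme and substrate and 100% = substrate only without enzyme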
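Test system: STEP tyrosine phosphatase / Reagent: OMFP at 25 µM / Doses: 20 µM, 1% DMSO / Read-out: percent inhibition scaled to no-enzyme and uninhibited-enzyme controls, plate-pattern corrected / Detection: FITC-channel fluorescence of OMFP product / Medium: Bis-Tris buffer pH 6.0, 2.5 mM DTT, 0.005% Tween 20 / Schedule: 20 min at room temperature, dark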
LMPTP inh: LMPTP phosphatase inhibitors, primary screen, biochemical, fluorescence intensity, uHTS; recombinant LMPTP-A, OMFP fluorogenic substrate; AID 651560, 2012; Low molecular weight phosphotyrosine protein phosphatase (Homo sapiens), P24666; inhibition, % at 20 µM; 360,000 compounds, 0.22% hits;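 active means compounds that cut the enzyme signal by at least half of the control window in the single-dose screen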;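 further: plate controls were DMSO wells with enzyme plus substrate for no effect and substrate without enzyme for full effect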
Target sequence (P24666 whole entry, looked up): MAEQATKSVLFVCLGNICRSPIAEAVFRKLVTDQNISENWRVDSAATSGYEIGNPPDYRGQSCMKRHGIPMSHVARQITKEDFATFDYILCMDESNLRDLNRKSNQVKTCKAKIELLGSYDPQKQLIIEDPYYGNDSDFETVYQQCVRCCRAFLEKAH
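Test system – LMPTP-A phosphatase enzyme · Quantity – 0.625 nM LMPTP-A final · Reagent – OMFP substrate, 400 µM final · Dosing – one test concentration per compound, 20 µM, with 3% DMSO overall · Timing – 50 min enzyme reaction at room temperature, protected from light · Detection – fluorescence intensity · Controls – substrate-only low control, DMSO enzyme-plus-substrate high control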
Tb MetRS inh: T. brucei MetRS inhibitors, primary screen, biochemical, luminescence. inhibition, % at 11.9 µM. purified T. brucei MetRS, ATP depletion, Kinase-Glo luminescence. 360,000 compounds, 0.4% hits;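 active means inhibition above a per-plate cutoff of the control wells' mean inhibition plus 3 SD, cut at about 5.5% in these data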;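 further: 0% = DMSO wells median and 100% = median of wells with control inhibitor compound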
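Material: parasite MetRS enzyme / Replication: singlicate, one well per compound / Signal: luminescence of leftover ATP / Schedule: 2 h aminoacylation at 25 °C after 15 min preincubation / Medium: HEPES-MgCl2-KCl buffer plus DTT, spermine, BSA, pyrophosphatase / Doses: 11.9 µM single point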
NadD inh: inhibitors of S. aureus NadD, primary screen, biochemical, colorimetric, uHTS; Nicotinate-nucleotide adenylyltransferase NadD (Staphylococcus aureus N315); purified NadD enzyme, colorimetric absorbance read-out; inhibition, % at 20 µM; 360,000 compounds, 0.78% hits; AID 602399, 2012; in the data active means inhibition above about 26%; further: some compounds past the cut are filed as inactive
Rpn11 block: Rpn11 (PSMD14) deubiquitinase inhibitors, primary screen, biochemical, fluorescence polarization, uHTS | human 26S proteasome, Ub4-pepOG fluorescence polarization; 20S core pre-blocked with epoxomicin | calls only at 20 µM | 360,000 compounds, 0.59% hits;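 active means inhibition at 20 µM, scaled to each plate's controls, above about 33%, limit read from the data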
Target sequence (O00487 whole entry, looked up): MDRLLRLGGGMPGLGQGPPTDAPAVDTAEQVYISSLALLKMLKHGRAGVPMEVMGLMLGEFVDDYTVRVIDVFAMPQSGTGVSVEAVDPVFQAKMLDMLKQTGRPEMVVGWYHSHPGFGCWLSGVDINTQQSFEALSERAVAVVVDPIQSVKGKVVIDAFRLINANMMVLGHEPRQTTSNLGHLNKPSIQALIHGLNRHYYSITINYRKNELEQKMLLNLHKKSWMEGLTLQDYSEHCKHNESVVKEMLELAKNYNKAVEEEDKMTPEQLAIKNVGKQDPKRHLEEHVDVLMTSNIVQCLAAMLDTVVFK
* marks the source's active call; other numbers are inactive results; i = inactive; / = no result given.

DNMT1 block	Rpn11 block	Scp-1 inhibitor	Tb MetRS inh	PABP1 MLLE inh	CSN inh	SUMO1 PPI mod	NadD inh	LMPTP inh	STEP inh	structure
-1	i	3	-0.9	-9	-2	5	-3	-0.4	1	Cc1ccc(C(=O)NCC(=O)NCC(=O)OCc2ccc(F)cc2)cc1
3	i	16	-0.4	-3	1	-15	-2	-0.8	-2	COc1cccc(C(=O)c2cc3ccc(O)cc3oc2=O)c1
5	i	-3	-0.1	-14	3	0	-2	0.4	0	Cc1nnc(NC(=O)CCn2c(=O)oc3ccc(Cl)cc32)s1
-3	i	-6	0.7	10	-3	-7	1	-0.1	0	CC(C)NC(=O)C(=O)c1cn(C)c2ccccc12
-1	i	-5	-0.4	30	0	1	-5	-0.3	-1	O=C(CSc1ccccc1F)NCC(c1cccs1)N1CCOCC1 (stereo not given)
2	i	-6	-0.6	-11	-1	-3	2	-0.2	4	N#Cc1cnn(Cc2ccccc2)c1/N=C/N1CCOCC1
-4	i	-8	0.7	15	1	-2	-6	-1.2	16	COc1ccc(CNC(=O)C2=CCN(S(=O)(=O)c3ccc(C)cc3)CC2)cc1
5	i	-7	-0.1	-5	-3	-1	-4	-0.5	-3	Cn1c(N)c(C(=O)c2ccc(Cl)cc2)c(=O)n(C)c1=O
10	i	0	-0.8	-63	0	4	-2	-0.1	0	COc1ccc(NC(=O)/C(Cl)=C(/Cl)S(=O)Cc2ccccc2)cn1 (stereo not given)
3	i	3	-0.5	1	-4	-1	-1	-2.3	4	CCN(CC)C(=O)Oc1ccc(Cl)c2cccnc12
-13	i	3	1.4	-97	0	-6	18	3.9	6	CCN(CC)c1ccc(/C=N/Nc2nc3ccccc3[nH]2)c(O)c1
13	i	1	-0.1	-143	-7	1	-1	0.2	3	COCCCNC(=S)N(Cc1ccccc1)Cc1ccccc1
5	i	-14	-0.1	9	4	-21	-12	1.4	-1	CCOP(=O)(OCC)/C(C#N)=C/c1ccc(-c2ccc(F)cc2F)o1
-3	i	-15	-0.6	10	3	-14	-4	0.6	2	Cc1ccc([N+](=O)[O-])cc1NC(=O)CN(C(=O)c1ccc(Cl)cc1)C1CCCCC1
1	i	-3	0.4	-16	1	-4	19	5.7	4	CCCOc1ccc(C2C3=C(Nc4nc(N)[nH]c(=O)c42)c2ccccc2C3=O)cc1 (stereo not given)
-5	i	0	-1.0	7	-2	1	7	1.3	-1	COc1ccc(CNc2nc(NCc3ccc(OC)cc3)n(C(C)=O)n2)cc1
-6	i	1	0.1	22	-20	-1	-2	-1.4	0	CN(C)c1ccc(N2C(=O)CSC2=S)cc1
1	i	9	-0.5	5	0	3	3	-1.0	-6	Cc1ccc2oc(C(=O)N(C)Cc3ccon3)c(C)c2c1
-3	i	2	-0.9	10	1	2	-10	0.3	-5	CCOC(=O)C1(CCOc2ccccc2)CCN(Cc2cc(OC)ccc2OC)CC1
-1	i	-6	0.1	-11	2	-1	-3	0.4	-2	O=C(Nc1ccc2c(c1)OCCO2)C(=O)NC1CC1
-1	i	-8	-0.3	-15	-5	1	4	-0.4	-17	O=C1C2ON(c3ccccc3)C(c3ccncc3)C2C(=O)N1c1ccccc1 (stereo not given)
0	i	3	-1.0	5	18	7	-1	-0.9	-4	CC1CCCN(C(=O)CNC(=O)c2ccco2)C1 (stereo not given)
-4	i	-2	-0.1	2	5	7	-1	-0.3	-15	CCc1nc2ccccc2c(C(=O)OCC(=O)NCc2ccco2)c1C
4	i	-7	-0.2	-5	1	-17	-3	-1.5	3	O=c1oc2cc([N+](=O)[O-])ccc2nc1/C=C(\O)c1cccc(Br)c1
1	i	-2	0.7	8	-1	-5	6	0.7	0	Cc1ccc(NS(=O)(=O)c2cc3c4c(cccc4c2)C(=O)NC3=O)cc1
2	i	12	-0.5	-139	0	3	-2	-3.6	-1	CC(=O)Nc1ccc(-c2ccccc2)s1
2	i	-6	0.3	0	1	-1	-6	-0.9	0	CS(=O)(=O)c1ccc(C(=O)NCC(c2ccco2)N2CCCCC2)cc1 (stereo not given)
2	i	-2	-0.6	-4	-5	5	-1	-0.6	-6	CC(=O)Nc1cc(C(N)=O)c(Cl)cc1Cl
-5	i	-13	0.6	-1	-1	-13	0	1.0	-2	CC(C)(C)c1ccc(NC(=O)c2ccccc2)c([N+](=O)[O-])c1
4	i	/	-0.8	-2	-2	3	0	0.4	1	CCCCCC(=O)N1C[C@@H](O)[C@H](n2cc(COC(=O)c3ccccc3)nn2)C[C@@H]1c1ccccc1
-7	i	-17	0.1	9	-3	3	8	0.0	3	CCc1cccc(CC)c1NC(=O)COc1ccccc1C(=O)c1cc(C#N)c(=O)n(C2CCCCC2)c1
0	i	-9	-0.3	-4	1	-18	-4	2.1	-1	O=C(N/N=C/c1ccc2ncccc2c1)c1cccc([N+](=O)[O-])c1
0	i	-2	-0.8	9	84*	-4	-5	-1.4	0	COCCn1c(SCC(=O)c2ccc3c(c2)OCCO3)nnc1C(C)C
-4	i	-6	-0.4	-8	0	1	8	0.2	7	CCOc1ccc(/C=N/NC(=O)c2ccc(F)cc2)cc1CN1CC2CC(C1)c1cccc(=O)n1C2 (stereo not given)
1	i	-7	-0.2	-36	-2	6	-1	-0.9	-4	Cc1ccc(S(=O)(=O)NNC(=S)NCC2CCCO2)cc1 (stereo not given)
-11	i	-6	-0.1	14	0	-1	3	1.8	-1	COc1cccc(CNc2ccc3[nH]c(=O)[nH]c3c2)c1OCc1ccccc1F
2	i	3	-0.9	3	4	-2	-4	-1.0	-3	COc1ccc2c(c1)c1nc3ccccc3nc1n2CCn1c(=O)oc2ccccc21
-11	i	-14	0.2	2	6	-9	1	2.0	-2	Clc1ccc(/C=N/Nc2ncnc3ccccc23)cc1Cl
-1	i	17	-0.2	5	1	2	0	-1.0	-2	COc1cccc(-n2cc(C(=O)O)c3ccccc3c2=O)c1
0	i	-3	0.0	6	4	-4	2	-0.1	-1	COc1ccccc1CN1CC(C(=O)NCc2cccc(Cl)c2)CCC1=O (stereo not given)
4	i	6	-0.8	10	97*	24	13	2.4	4	CC1(C)CC(c2nc(-c3ccccc3)cs2)CCS1 (stereo not given)
3	i	4	-0.4	8	4	0	-1	-1.6	0	O=C(CN1C(=O)COc2ccc(Cl)cc21)NC1CC1
-10	i	/	0.0	-10	-2	-4	2	2.4	1	O=C(Nc1ccccc1Cl)c1ccccc1CC(O)(c1ccccc1)c1ccccc1
-13	i	-3	0.6	-17	0	4	14	3.6	3	COc1ccc(N2CC(C(=O)Nc3nc4ccc(S(C)(=O)=O)cc4s3)CC2=O)cc1 (stereo not given)
-2	i	-1	-0.6	-1	-9	-41	-3	0.1	-2	O=C(CN1C(=O)c2ccc([N+](=O)[O-])cc2C1=O)Nc1cc(S(=O)(=O)N2CCOCC2)ccc1Cl
-2	i	-7	-0.8	11	4	1	-7	-2.6	6	OCCN1CCN(CC(O)COc2ccc(-c3ccccc3)cc2)CC1 (stereo not given)
-9	i	-1	0.1	-2	1	-25	7	-0.2	-2	CC1(C)CC(=O)C(C=Nc2ccc(O)c(N=CC3=C(O)CC(C)(C)CC3=O)c2)=C(O)C1
3	i	-6	-0.9	-3	1	-2	-3	4.4	4	CC(NC(=O)c1cccnc1)C(c1cccs1)N1CCN(c2ccccc2F)CC1 (stereo not given)

An excerpt from further up, as a working copy:
DNMT1 block	Rpn11 block	Scp-1 inhibitor	Tb MetRS inh	PABP1 MLLE inh	CSN inh	SUMO1 PPI mod	NadD inh	LMPTP inh	STEP inh	structure
-9	i	-1	0.1	-2	1	-25	7	-0.2	-2	CC1(C)CC(=O)C(C=Nc2ccc(O)c(N=CC3=C(O)CC(C)(C)CC3=O)c2)=C(O)C1
3	i	-6	-0.9	-3	1	-2	-3	4.4	4	CC(NC(=O)c1cccnc1)C(c1cccs1)N1CCN(c2ccccc2F)CC1 (stereo not given)

An excerpt from above in order of heavy-atom count, ascending.
DNMT1 block	Rpn11 block	Scp-1 inhibitor	Tb MetRS inh	PABP1 MLLE inh	CSN inh	SUMO1 PPI mod	NadD inh	LMPTP inh	STEP inh	structure
4	i	6	-0.8	10	97*	24	13	2.4	4	CC1(C)CC(c2nc(-c3ccccc3)cs2)CCS1 (stereo not given)
-11	i	-14	0.2	2	6	-9	1	2.0	-2	Clc1ccc(/C=N/Nc2ncnc3ccccc23)cc1Cl
-1	i	17	-0.2	5	1	2	0	-1.0	-2	COc1cccc(-n2cc(C(=O)O)c3ccccc3c2=O)c1
-2	i	-7	-0.8	11	4	1	-7	-2.6	6	OCCN1CCN(CC(O)COc2ccc(-c3ccccc3)cc2)CC1 (stereo not given)
0	i	-3	0.0	6	4	-4	2	-0.1	-1	COc1ccccc1CN1CC(C(=O)NCc2cccc(Cl)c2)CCC1=O (stereo not given)
-11	i	-6	-0.1	14	0	-1	3	1.8	-1	COc1cccc(CNc2ccc3[nH]c(=O)[nH]c3c2)c1OCc1ccccc1F
-13	i	-3	0.6	-17	0	4	14	3.6	3	COc1ccc(N2CC(C(=O)Nc3nc4ccc(S(C)(=O)=O)cc4s3)CC2=O)cc1 (stereo not given)
-10	i	/	0.0	-10	-2	-4	2	2.4	1	O=C(Nc1ccccc1Cl)c1ccccc1CC(O)(c1ccccc1)c1ccccc1
-2	i	-1	-0.6	-1	-9	-41	-3	0.1	-2	O=C(CN1C(=O)c2ccc([N+](=O)[O-])cc2C1=O)Nc1cc(S(=O)(=O)N2CCOCC2)ccc1Cl

From PubChem
